# Source: PubChem
# USP1-UAF1 inh: Inhibitors of USP1/UAF1: Primary Screen | Potency, µM (doses to about 57.1 µM), for the others: top-dose activity change, negative = inhibition, actives largely listed as inhibitors | Ubiquitin carboxyl-terminal hydrolase 1 (Homo sapiens), O94782 | 390,000 tested, 0.23% active | recombinant USP1/UAF1, Ub-Rhodamine cleavage fluorescence; further: potency means the concentration at half of the fitted maximal effect; on the % scale 0 is the no-effect control and ±100 the full control effect; nearly all actives have a fitted effect of over 60% in size; inactives centre near -12
#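 1 nM enzyme complex + cpd, 15 min RT; start with Ub-Rho 150nM final; kinetic fluorescence ex 480/em 540, 6 reads q60 s. Buffer 50mM HEPES pH 7.8, 0.5mM EDTA, 0.1 mg/ml BSA, 1mM TCEP, 0.01% Tween-20.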
# TrxR1 substrate: qHTS Assay for Substrates of Mammalian Selenoprotein Thioredoxin Reductase 1 (TrxR1): qHTS. 390,000 tested, 0.01% active. Potency, µM (titrated, usually from 114 µM), for the others: at the highest dose activity change, negative = substrate turnover. purified TrxR1 substrate turnover, NADPH consumption readout. AID 588456, 2011. Thioredoxin reductase 1, cytoplasmic (Rattus norvegicus), O89049; further: potency means the concentration at half of the fitted maximal effect; on the % scale 0 is the no-effect control and ±100 the full control effect; nearly all actives have a fitted effect of over 50% in size
#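 Rat TrxR1, dispensed at 90 nM, was prereduced with 400 uM NADPH (final) for 5 min at ~22 deg C, then incubated with compound 15 min before 400 uM selenite. A first-read NADPH fluorescence drop versus no-compound background flagged substrates.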
# D2 ag: HTS Assay for Allosteric Agonists of the Human D2 Dopamine Receptor: Primary Screen for Agonists | D(2) dopamine receptor (Homo sapiens), P14416 | activation, % at 2 µM | 340,000 tested, 0.53% active | HEK293 T-REx D2 cells, calcium flux agonist mode;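 active means activation over 3 SD above normal in the single-dose calcium agonist read, cut at about 30% in these data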; further: 0% is about no effect
# Target sequence (P14416 whole entry, looked up): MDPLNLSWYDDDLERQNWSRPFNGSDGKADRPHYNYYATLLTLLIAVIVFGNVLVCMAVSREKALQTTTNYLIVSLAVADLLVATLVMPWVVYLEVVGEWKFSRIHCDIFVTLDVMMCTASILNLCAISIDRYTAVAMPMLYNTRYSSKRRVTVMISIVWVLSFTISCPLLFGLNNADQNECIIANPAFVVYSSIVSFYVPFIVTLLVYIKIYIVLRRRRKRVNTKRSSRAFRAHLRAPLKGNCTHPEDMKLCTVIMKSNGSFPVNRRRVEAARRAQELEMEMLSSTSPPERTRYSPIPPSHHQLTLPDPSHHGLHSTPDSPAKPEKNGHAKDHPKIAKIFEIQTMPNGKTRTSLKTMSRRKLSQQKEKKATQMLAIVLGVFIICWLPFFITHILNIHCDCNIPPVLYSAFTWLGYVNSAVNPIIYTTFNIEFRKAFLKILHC
#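 Tetracycline-induced HEK293 T-REx cells with force-coupled D2 receptor, plated overnight at 30 C, loaded with no-wash calcium dye. After a 10 s baseline, compound was pin-added and calcium flux read kinetically for 180 s; calcium rises flagged agonists.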
# TRHR agonist: qHTS for Small Molecule Agonists and Allosteric Enhancers of Human TRH Receptor: Primary Screen for Agonists | 360,000 tested, 0.18% active | Thyrotropin-releasing hormone receptor (Homo sapiens), P34981 | AID 493084, 2011 | TRHR cells, calcium flux fluo-8, FDSS agonist mode | activation, % at 2 µM; in the data active means activation above about 30%; further: 0% is about no effect
# Target sequence (P34981 whole entry, looked up): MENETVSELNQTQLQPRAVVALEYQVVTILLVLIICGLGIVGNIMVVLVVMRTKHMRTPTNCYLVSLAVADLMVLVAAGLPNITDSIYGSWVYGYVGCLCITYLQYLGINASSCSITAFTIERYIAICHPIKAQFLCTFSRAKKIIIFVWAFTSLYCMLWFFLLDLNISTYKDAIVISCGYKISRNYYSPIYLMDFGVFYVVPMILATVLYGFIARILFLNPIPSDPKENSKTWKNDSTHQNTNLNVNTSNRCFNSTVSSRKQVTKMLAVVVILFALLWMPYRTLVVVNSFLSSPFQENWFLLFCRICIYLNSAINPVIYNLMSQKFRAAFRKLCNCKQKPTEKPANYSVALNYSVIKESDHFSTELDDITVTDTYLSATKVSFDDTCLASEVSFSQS
#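 TRHR-expressing cells loaded with fluo-8 calcium dye; 23 nL library compound pin-transferred, kinetic FDSS fluorescence (Ex 480/Em 530) recorded about 180 s for agonist-induced calcium release, before a 10 nM TRH EC20 addition for potentiator mode.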
# TRHR PAM: qHTS for Small Molecule Agonists and Allosteric Enhancers of Human TRH Receptor: Primary Screen for Enhancers. Thyrotropin-releasing hormone receptor (Homo sapiens), P34981. TRHR cells, fluo-8 calcium fluorescence, EC20 TRH enhancement. enhancement, % at 2 µM. 360,000 tested, 0.66% active. AID 493056, 2011; in the data active means enhancement above about 30%; further: 0% is about no effect
#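 Enhancer read-out: after compound pinning and an initial kinetic agonist-mode read, an EC20 of TRH (10 nM final) was injected and fluo-8 calcium signal (Ex 480/Em 530) followed at 1 s/cycle for 100 cycles in TRHR-expressing cells.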
# rTrxR1 inhibitor: qHTS Assay for Inhibitors of Mammalian Selenoprotein Thioredoxin Reductase 1 (TrxR1): qHTS; Thioredoxin reductase 1, cytoplasmic (Rattus norvegicus), O89049; recombinant rTrxR1, NADPH fluorescence consumption, selenite substrate; Potency, µM (series often up to 114 µM), without a hit: at the top dose activity change, negative = inhibition, actives largely listed as inhibitors; 390,000 tested, 1% active; AID 588453, 2011; further: potency means the concentration at half of the fitted maximal effect; on the % scale 0 is the no-effect control and ±100 the full control effect; nearly all actives have a fitted effect of over 65% in size
#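 Rat TrxR1 (90 nM in the dispensed reagent) was pre-reduced with 400 uM NADPH for 5 min at room temperature, then incubated with compound for 15 min. After 400 uM selenite was added, NADPH fluorescence (Ex 340/Em 450 nm) was followed for 8 min.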
# Pin1 inhibitor: qHTS Assay to Find Inhibitors of Pin1; Peptidyl-prolyl cis-trans isomerase NIMA-interacting 1 (Homo sapiens), Q13526; Pin1 FP peptide displacement, HiFluor488, 10 min; Potency, µM (doses to about 115 µM), for inactives: at the highest dose activity, negative = inhibition, actives largely listed as inhibitors; 390,000 tested, 0.009% active; active means well fitted inhibition curve with a large enough effect in the polarisation, with a control signal flat, not every such curve was filed as active; inconclusive means small, poorly fitted or top-dose-only effect, or effect the other way, or a change in a side signal; inactive means no such curve, though single readings can be large or run the other way; the % refers to the polarisation; further: potency means the concentration at half of the fitted maximal effect; on the % scale 0 is the no-effect control and ±100 the full control effect
# Target sequence (Q13526 whole entry, looked up): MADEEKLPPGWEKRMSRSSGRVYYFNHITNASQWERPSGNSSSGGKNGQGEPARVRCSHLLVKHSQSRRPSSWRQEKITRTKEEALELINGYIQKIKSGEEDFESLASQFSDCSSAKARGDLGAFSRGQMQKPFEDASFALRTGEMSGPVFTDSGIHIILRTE
# D2 antag: HTS Assay for Allosteric Antagonists of the Human D2 Dopamine Receptor: Primary Screen for Antagonists. inhibition, % at 10 µM. HEK293 TREx D2 cells, calcium flux, dopamine EC80. 340,000 tested, 2% active. AID 485344, 2010; in the data active means inhibition above about 30%; further: 0% is about no effect
#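 Compounds are added to dye-loaded, induced HEK293 T-REx cells coupled to calcium release via D2; after a 3 min kinetic read an EC80 dopamine stimulus is given and fluorescence is recorded for 3 more min.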
# mIDH1 inhibitor: qHTS for Inhibitors of mutant isocitrate dehydrogenase 1 (IDH1): qHTS | IDH1-R132H enzyme, NADPH consumption, diaphorase/resazurin fluorescence | Potency, µM (doses to about 76.6 µM), without a hit: at the highest dose activity change, negative = inhibition, hits mostly inhibitors | 390,000 tested, 0.093% active; further: potency means the concentration at half of the fitted maximal effect; on the % scale 0 is the no-effect control and ±100 the full control effect; nearly all actives have a fitted effect of over 65% in size
#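 IDH1-R132H (0.5 ug/mL) preincubated 30 min with compound, then NADPH (0.016 mM) and alpha-KG (2 mM) added; 80 min at RT, pH 7.5. Remaining NADPH coupled via diaphorase/resazurin to fluorescence (540/590 nm); concentration-response curves normalized to no-enzyme control.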
# * hit, by the source's call; ? = inconclusive; . = not tested or not shown; & = joins results of further samples; [ ] = remark or other dose. Unless noted, the call rests on the fitted dose curve; in most records, active means well fitted inhibition curve with a large enough effect; inconclusive means small, poorly fitted or top-dose-only effect; inactive means no such curve, though single readings can be large or run the other way.
SMILES,USP1-UAF1 inh,TrxR1 substrate,D2 ag,TRHR agonist,TRHR PAM,rTrxR1 inhibitor,Pin1 inhibitor,D2 antag,mIDH1 inhibitor
CC1CCCC(C)N1CCCNC(=O)c1cc2c(=O)n(C)c3ccccc3c2n1C (stereo not drawn),-13%,4%,1.0,0.7,-3,6%,-10%,13,-3%
O=C(/C=C/c1ccc(-c2ccccc2[N+](=O)[O-])o1)c1ccco1,-15%,0%[57.1 µM],0.0,-0.4,0,-1%[57.1 µM],?,-33,11%
Cc1cc(C)c(C(=O)NC2CC(C)(C)Cc3c2cnn3-c2cccc(F)c2)[nH]1 (stereo not drawn),-13%,-7%,-0.4,0.0,7,-11%,15%,6,-2%
CCOC(=O)Nc1oc2ccccc2c(=O)c1C,-17%,37%[activator],-1.4,-0.2,-1,7%,-2%,11,-4%
Cc1ccc(S(=O)(=O)N(C)CC(=O)N2CCN(c3ccccn3)CC2)cc1,-2%,3%,-0.6,-0.4,-3,-12%,0%,13,3%
Cc1nc2ccc(NC(=O)NC(=O)c3c(Cl)cccc3Cl)cc2o1,-14%,0%,4.9,0.5,5,17%,2%,-1,0%
CC1(C)NC(=O)N(CCOCCOc2cccc(Oc3ccccc3)c2)C1=O,-10%,-1%,0.1,-0.5,0,19%,-3%,-6,8%
CN(C)S(=O)(=O)c1cccc(C(=O)Nc2cccnc2)c1,6%,7%[57.1 µM],.,-0.9,2,12%[57.1 µM],6%,.,2%
N#CC1=C(N)N(c2ccc(Br)cc2)C2=C(C(=O)CCC2)C1c1cccnc1 (stereo not drawn),-14%,7%[57.1 µM],0.1,1.4,7,-20%[57.1 µM],-16%,28,2%
COc1ccc(CCNC(=O)CCc2cc(OC)c(OC)c(OC)c2)cc1OC,-12%,0%,-1.9,-0.6,9,11%,-1%,-4,-9%
c1ccc(-c2nnc(SCc3nc4ccccc4[nH]3)n2Cc2ccco2)nc1,-4%,5%,1.4,-1.4,11,6%,0%,24,1%
Cc1cccc(-n2c(SCC(=O)N3CCC(C(=O)O)CC3)nc3ccccc3c2=O)c1C,-16%,0%,-0.3,-1.2,3,16%,4%,0,-6%

# Reformatted with each value named: 3 of the compounds above.
> N#CC1=C(N)N(c2ccc(Br)cc2)C2=C(C(=O)CCC2)C1c1cccnc1 (stereo not drawn)
  USP1-UAF1 inh = -14%
  TrxR1 substrate = 7%[57.1 µM]
  D2 ag = 0.1
  TRHR agonist = 1.4
  TRHR PAM = 7
  rTrxR1 inhibitor = -20%[57.1 µM]
  Pin1 inhibitor = -16%
  D2 antag = 28
  mIDH1 inhibitor = 2%
> COc1ccc(CCNC(=O)CCc2cc(OC)c(OC)c(OC)c2)cc1OC
  USP1-UAF1 inh = -12%
  TrxR1 substrate = 0%
  D2 ag = -1.9
  TRHR agonist = -0.6
  TRHR PAM = 9
  rTrxR1 inhibitor = 11%
  Pin1 inhibitor = -1%
  D2 antag = -4
  mIDH1 inhibitor = -9%
> c1ccc(-c2nnc(SCc3nc4ccccc4[nH]3)n2Cc2ccco2)nc1
  USP1-UAF1 inh = -4%
  TrxR1 substrate = 5%
  D2 ag = 1.4
  TRHR agonist = -1.4
  TRHR PAM = 11
  rTrxR1 inhibitor = 6%
  Pin1 inhibitor = 0%
  D2 antag = 24
  mIDH1 inhibitor = 1%

# Later entries.
SMILES,USP1-UAF1 inh,TrxR1 substrate,D2 ag,TRHR agonist,TRHR PAM,rTrxR1 inhibitor,Pin1 inhibitor,D2 antag,mIDH1 inhibitor
CCCOc1ccc(C(=O)CCC(=O)OCC(=O)N2CC(=O)Nc3ccccc32)cc1,-14%,-3%,0.7,-1.0,1,-3%,11%,27,1%
CC[C@]12c3[nH]c4ccc(OC)cc4c3CCN1C(=O)C(CC(=O)NCCc1ccccn1)C[C@@H]2C(=O)N1CCN(C(=O)c2ccco2)CC1 (stereo partly drawn),-19%,0%,.,.,.,-1%,-4%,.,11%
CCn1cc(-c2ccnc3cc(C(=O)O)nn23)c(C)n1,-14%,223%[activator],1.4,0.2,-5,39%[activator],1%,-5,-2%
CC(C)(C)c1ccc(OCCC(=O)NNC(=O)c2ccccc2)cc1,-5%,-10%,-0.8,-0.6,5,-2%,-13%,7,-3%
O=C(Nc1cccnc1)c1ccc(N2CCCC2)c([N+](=O)[O-])c1,-2%,9%[57.1 µM],1.5,-0.3,-5,32%[57.1 µM],5%,8,9%
COc1ccc(S(=O)(=O)N(C)CC(=O)Nc2ccc3c(c2)OCO3)cc1OC,-14%,17%[57.1 µM],.,-0.5,-3,12%[57.1 µM],-2%,-4,8%
Cc1cccc(/C(N)=N/OC(=O)COc2ccc(Cl)c(C)c2)c1,-10%,1%,4.6,0.9,1,8%,-5%,7,3%
Cc1ccc(CN2C(=O)CC(Nc3ccc(N4CCOCC4)cc3)C2=O)cc1 (stereo not drawn),-21%,7%,-0.4,-0.5,-1,-3%,-3%,-12,2%
CCOc1ncccc1C(=O)OCC(=O)c1cc(C)n(Cc2ccco2)c1C,-4%,-4%,0.4,-0.1,-2,0%,-6%,-15,8%
OCC1(Cc2ccccc2F)CCCN(Cc2c(F)ccc(F)c2F)C1 (stereo not drawn),-20%,-9%,0.8,0.1,30*,15%[57.1 µM],2%,-25,-7%
CC1=CC(C)(C)N(C(=O)CSc2nnc(N)s2)c2ccccc21,-8%,10%,.,-0.6,0,23%,-2%,.,5%
COc1ccc(-c2c(C#N)c(SCC(=O)Nc3ccc(C)c(C)c3)nc(C)c2C(=O)Nc2ccccc2)cc1OC,-25%,31%,-0.5,0.2,4,21%,34%[activator],.,-19%
O=C(COC(=O)Cc1ccc(F)cc1)Nc1ccc2[nH]c(=O)[nH]c2c1,-5%,-4%,-0.2,0.2,0,7%,9%,-18,2%
S=C(NCc1cccs1)Nc1cccc2ccccc12,-14%,5%,-1.2,-1.3,1,12%[57.1 µM],1%,-13,2%
O=S(=O)(NC1CCCC1)c1ccc(S(=O)(=O)N2CCc3ccccc32)cc1,-20%,0%[57.1 µM],0.4,-0.1,0,25%[57.1 µM],13%,0,0%
OCC1CCCN(C(=S)NCCc2ccccc2)C1 (stereo not drawn),-15%,-3%,0.3,0.8,9,-6%,-9%,11,6%
CN1C(=O)C2(C(C#N)=C(N)Oc3c2oc(CO)cc3=O)c2ccccc21 (stereo not drawn),-6%,4%,-0.8,0.2,0,-4%,5%,-3,6%
COc1ccc(C(=O)NCCc2ccc(C(F)(F)F)cc2)cc1S(=O)(=O)N1CCOCC1,-8%,-12%,1.1,0.2,2,-13%,-1%,9,-7%
Nc1n[nH]c(=S)n1-c1ccc(Cl)cc1,-6%,9%,-0.2,0.8,4,-15%,3%,8,0%
C/C(=N\NC(=O)COc1cccc(C)c1)c1ccc2ccccc2c1O,-7%,10%,0.5,4.2,12,21%,4%,-14,0%
COc1ccccc1NC(=O)Nc1ccc(S(=O)(=O)Nc2onc(C)c2C)cc1,-12%,-4%,0.2,-0.2,-2,-11%,-5%,20,-5%
O=C(CCCN1C(=O)/C(=C/c2ccc3c(c2)OCO3)SC1=S)Nc1cccc(C(=O)O)c1,-21%,-4%,0.4,-1.6,1,9%,79%[activator],1,-7%
CCc1cc(/C(Cc2ccccn2)=N\O)c(O)cc1O,3%,7%[57.1 µM],1.7,0.3,3,1%,2%,-30,2%
CC(C)c1ccc2oc(-c3cc(N)ccc3O)nc2c1,-24%,8%,-1.6,-0.1,-5,31%,6%,-7,7%

# Continued, starting with the last two of the part before.
SMILES,USP1-UAF1 inh,TrxR1 substrate,D2 ag,TRHR agonist,TRHR PAM,rTrxR1 inhibitor,Pin1 inhibitor,D2 antag,mIDH1 inhibitor
CCc1cc(/C(Cc2ccccn2)=N\O)c(O)cc1O,3%,7%[57.1 µM],1.7,0.3,3,1%,2%,-30,2%
CC(C)c1ccc2oc(-c3cc(N)ccc3O)nc2c1,-24%,8%,-1.6,-0.1,-5,31%,6%,-7,7%
COc1ccccc1NC(=O)c1ccccc1N(Cc1ccccc1)S(C)(=O)=O,-21%,-2%,-0.6,-0.5,-1,15%,-2%,3,11%
COc1ccc(NC(=O)c2cnc(Nc3ccc(C)c(Cl)c3)c3ccccc23)c(OC)c1,?,28%,0.2,0.4,1,32%,7%,.,-4%
CCn1c(SCC(=O)NC2CCCCC2)nnc1-c1cccs1,-11%,5%,-0.6,-0.3,-1,14%,-1%,0,7%
COc1ccc(C(=O)O)cc1NC(=S)NC(=O)c1ccc(-c2ccc(Cl)cc2)o1,-20%,2%[57.1 µM],-0.9,-0.3,-8,-14%[57.1 µM],?,10,-5%
COCC(=O)Nc1ccc(Br)c(C)c1,-17%,-4%,-1.0,-0.2,7,13%,-4%,-7,-5%
CN(C)c1cc2c(cc1NS(=O)(=O)c1ccccc1)n(C)c(=O)n2C,-15%&-28%,-2%,1.5&0.6,0.5&-0.1,7&-2,5%,-2%&8%,3,0%&32%

# A portion of the library; the hit share may differ from the screen's.
